UDG counter = UDG inhibition counter-screen; FRET deamination/UDG coupled assay, UDG read, 4 h; Potency, µM (highest dose often 115 µM), without a hit: top-dose activity change, negative = inhibition, most hits filed as inhibitors; hit rate 0.14% among 91,000; AID 1347430; further: nearly all actives have a fitted effect of over 65% in size
AID inh = inhibitors of human activation induced cytidine deaminase. Q9GZX7. Potency, µM (titrated, usually from 115 µM), for inactives: at the top dose activity change, negative = inhibition, actives largely listed as inhibitors. AID deamination FRET fluorescence, UDG-coupled, 4 h. hit rate 0.32% among 91,000; further: nearly all actives have a fitted effect of over 25% in size
Target sequence (Q9GZX7 whole entry, looked up): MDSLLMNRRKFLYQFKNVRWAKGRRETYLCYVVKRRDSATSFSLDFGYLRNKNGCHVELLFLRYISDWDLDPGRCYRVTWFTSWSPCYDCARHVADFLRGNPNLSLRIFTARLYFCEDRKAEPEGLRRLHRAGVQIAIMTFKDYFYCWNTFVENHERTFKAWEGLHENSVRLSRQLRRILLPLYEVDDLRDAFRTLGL
* hit, by the source's call; ? = inconclusive; [ ] = dose if it differs, or a comment. The call rests on the fitted dose curve; in most records, active means well fitted curve in the direction sought with a large enough effect; inconclusive means small, poorly fitted or top-dose-only effect, or another doubt; inactive means no such curve, though single readings can be large; an effect the other way counts as inactive or inconclusive. On the % scale 0 is the no-effect control and ±100 the full control effect; potency means the concentration at half of the fitted maximal effect. Only part of the results is shown (hit frequency here may not be typical).

Compound	UDG counter	AID inh
CCCn1c(CN2CCCCCC2)nc2cc(NC(=O)c3ccccc3)ccc21	-7%	-10%
COc1ccccc1NC(=O)CCC1CCCC1	13%	0%
CN1CCN(CCC2(Cc3ccccc3)CCOC(C)(C)C2)CC1 (centres undefined)	-10%	5%
Cc1ccc(C)c(N2CCN(C(=O)C3CCN(S(=O)(=O)c4cn(C)cn4)CC3)CC2)c1	-2%	13%
COc1ccc(NC(=O)Nc2cn(CC(C)C)c(=O)c3ccccc23)c(OC)c1	-18%	61%[activator]
CN(C)CC(=O)NC(=O)NCc1ccccc1	-12%	-9%
COc1cc(/C=C2/NC(=O)NC2=O)cc(Br)c1OCc1ccc2ccccc2c1	8%	6%
O=C(CCc1cccs1)NCC1CCCO1 (centres undefined)	6%	-1%
O=C1CN(C(=O)Cc2ccccc2)C(c2ccc(F)cc2)c2cc(Br)ccc2N1 (centres undefined)	-1%	-10%
Cc1ccc(C(CNC(=O)c2cc(-c3cccs3)on2)N2CCOCC2)cc1 (centres undefined)	-3%	3%
CC(=O)c1ccc(OC(=O)c2ccccc2F)cc1OC(=O)c1ccccc1F	-5%	-19%
COc1ccc(N2Cc3nc(=O)n(CC(=O)NCc4ccccc4)n3C2=O)cc1	7%	-10%
Cc1ccc2nc(-c3cccnc3)cc(C(=O)O)c2c1	-3%	11%
CCc1ccc(NS(=O)(=O)c2ccc3[nH]cc(C(=O)NC4CCCC4)c(=O)c3c2)cc1	-18%[57.5 µM]	3%
CCS(=O)(=O)Nc1cccc(C2=NN(S(=O)(=O)c3ccc(F)cc3)C(c3ccccc3)C2)c1 (centres undefined)	-8%	-4%
CC(C)(C)c1ccccc1NC(=O)CCC(=O)O	3%	-2%
O=C(Cn1cnc2c(oc3ccccc32)c1=O)Nc1ccc(OC(F)(F)F)cc1	7%	0%
Cc1ccc(C(=O)c2cn(CC(=O)NCc3ccccc3Cl)c3nc(C)ccc3c2=O)cc1	-5%	5%
Cc1ccc(CC(=O)NC2CCC(C)CC2)cc1C (centres undefined)	4%	0%
COc1ccc(CCC(=O)C(C#N)C(=O)Nc2cccc(C)c2)cc1 (centres undefined)	2%	-11%
Cc1ccc2c(=O)cc(C(=O)Nc3ccc(S(=O)(=O)N(C)Cc4ccccc4)cc3)oc2c1C	?	5%
CCOC(=O)c1ccc2oc(=O)n(Cc3ccccc3)c2c1	5%	-5%
Cc1cc2oc(=O)cc(CN3CCN(CCO)CC3)c2cc1Cl	0%	1%
O=C(CSc1nnc2ccc3ccccc3n12)c1ccc(F)cc1	-11%	?
Cc1ccc(Cn2c(C(C)NC(=O)c3ccccc3)nc3ccccc32)cc1 (centres undefined)	?	?
COCCCNC(=O)c1nn(C)c2c1CS(=O)(=O)c1ccccc1-2	-3%	11%
O=c1cc(CN(Cc2ccc(F)cc2)C2CCCCC2)nc2ccccn12	-3%	-13%
CNc1nc(-c2ccc3c(c2)CCC(=O)N3)cs1	5%	3%
Cn1c(-c2ccc(S(=O)(=O)N3CCCC3)cc2)csc1=Nc1ccc(Cl)c(Cl)c1	-16%	1%
O=[N+]([O-])c1cccc2nc(/C=C/c3cccc(O)c3)ccc12	-6%	12%

Retrieved by compound from the list above (2):
Compound	UDG counter	AID inh
COc1ccccc1NC(=O)CCC1CCCC1	13%	0%
CCc1ccc(NS(=O)(=O)c2ccc3[nH]cc(C(=O)NC4CCCC4)c(=O)c3c2)cc1	-18%[57.5 µM]	3%

Later entries
Compound	UDG counter	AID inh
COc1ccc(-n2nc3c(N4CCC(C(=O)NCc5cccc(F)c5)CC4)nnc(C)c3c2C)cc1	-5%	4%
Cc1ccc(CNC(=O)c2sc3nc[nH]c(=O)c3c2C)cc1	-11%	-3%
CC1CC1CNC(=O)c1nccnc1N (centres undefined)	1%	0%
S=C1NC2(CCCCC2)N=C1c1ccc(Cl)cc1	-2%	4%
COCc1nc2c([nH]1)c(=O)n(C)c(=O)n2CC(C)C	-1%	5%
Cc1ccc(CCNC(=O)c2cn(C)c3ccc(S(=O)(=O)N4CCC(C)CC4)cc3c2=O)cc1	-18%[57.5 µM]	13%[57.5 µM]
COc1ccc(-c2nc(C)c(CCNC(=O)C(=O)Nc3ccccc3F)s2)cc1	-16%	12%
O=C(CSc1ncnc2ccccc12)Nc1cc(C(F)(F)F)cc(C(F)(F)F)c1	-9%	-2%
CCCCC(=O)Nc1ccc(Cl)c2ncccc12	7%	15%
Fc1ccccc1-c1nnc(SCc2cn3ccccc3n2)n1C1CC1	8%	-2%
CCOC(=O)N1CCC(NC(=O)c2c(C)nn(-c3ccc(C)cc3)c2-n2cccc2)CC1	-12%	-7%
Cc1ccc(Cl)cc1N1CCN(C(=O)c2sc3nc4n(c(=O)c3c2C)CCC4)CC1	?	-22%
Cc1cccc(NC(=O)CCc2c(C)nc3nc(CNC(=O)c4cccc(F)c4)nn3c2C)c1	-6%[57.5 µM]	-8%
COc1cc(C(C)N)ccc1OCC(F)(F)F (centres undefined)	-11%	-4%
CC(C)(C)c1cc(C=NCc2ccccc2)cc(C(C)(C)C)c1O	-1%	2%
Cc1c(C(=O)NCc2ccccc2)oc2c1-c1[nH]ncc1CC2	-9%[57.5 µM]	?
CN(c1ccccc1)c1ccc(/C=N/Nc2ccc(S(N)(=O)=O)cc2[N+](=O)[O-])cc1	-4%	-8%
Cn1c(=O)c2c(n3c4ccccc4nc13)NC(=O)CC2c1cccc(F)c1 (centres undefined)	-18%	-19%
COCCn1cnc2c1c(=O)n(CC(=O)Nc1ccc3c(c1)OCCO3)c(=O)n2CC(C)C	-3%	-12%
CC(C)CNC(=O)N1CCN(S(=O)(=O)c2ccc3c(ccn3C)c2)CC1	-3%	-16%
N#Cc1ccccc1Cn1c(=O)n(-c2ccccc2)c(=O)c2c3c(sc21)CCC3	-8%[57.5 µM]	9%
CCCC(=O)N1CC2(C)CN(C(=O)CCC)CC(CCC)(C1)C2=O	0%	-2%
O=C(CSc1nc(-c2cccs2)cc(C(F)(F)F)n1)NC1CCCCC1	4%	-3%
Cc1ccc(/C=C(/C#N)C(=O)NC2CCCC2)cc1C	3%	-10%
N#Cc1ccc(NC(=O)CNc2cc(S(=O)(=O)N3CCCCC3)ccc2N2CCCCC2)cc1	-8%	-17%
O=[N+]([O-])c1ccccc1S(=O)(=O)Nc1ccccc1	0%	1%
CCOc1ccc(CCNC(=O)CSc2cc(=O)n(C)c3ccccc23)cc1OCC	0%	-9%
Cc1nc(-c2ccccc2)sc1CCNS(=O)(=O)c1ccccc1	7%	-5%
Cn1cc(S(=O)(=O)N2CCCCCC2)cc1C(=O)NCc1ccccc1Cl	-8%	?
CCC(C)NC(=O)CN1C(=O)N(c2ccc(C(C)C)cc2)S(=O)(=O)c2ccccc21 (centres undefined)	7%	3%

Compound profiles (already shown). Order of screens: UDG counter, AID inh
`COCCn1cnc2c1c(=O)n(CC(=O)Nc1ccc3c(c1)OCCO3)c(=O)n2CC(C)C` is entered as -3%, -12%
`Cc1cccc(NC(=O)CCc2c(C)nc3nc(CNC(=O)c4cccc(F)c4)nn3c2C)c1` is entered as -6%[57.5 µM], -8%

New compounds follow
Compound	UDG counter	AID inh
CC(NC(=O)c1csc2ccccc12)C1CC2CCC1C2 (centres undefined)	-7%	-5%
CCCC1CCC(c2ccc(C(=O)Oc3ccc(C)nc3)cc2)CC1 (centres undefined)	1%	-5%
O=Cc1ccc(OCc2ccc(Cl)cc2Cl)c(Br)c1	1%	5%
Cc1ccc(NC(=O)[C@H](Cc2ccccc2)N2Cc3ccccc3C2=O)cc1F	-4%	-16%
Cc1c(CNCCc2ccc(S(N)(=O)=O)cc2)c(C(=O)O)c(C)n1Cc1ccc(Cl)cc1	-15%[57.5 µM]	89%
CC(C)CN1CCC(NC(=S)NCc2ccc(F)cc2)CC1	-10%	-11%
COc1ccc(OC(=O)c2cc3cc(Cl)ccc3oc2=O)cc1	2%	10%
Cc1cc(C(=O)NC(C)c2ccc(F)c(F)c2)c2cnn(C(C)C)c2n1 (centres undefined)	3%	0%
Cc1ccc(OCCSc2nc3ccccc3n2CCC(=O)O)cc1	-3%	-16%
CC(C)CCSc1nc2c(c(=O)[nH]c(=O)n2C)n1CC(O)COc1ccc(Cl)cc1 (centres undefined)	-3%	-7%
CCCCCCCCSCC(=O)O	1%	4%
CCOc1ccc(NC(=O)CSC2=Nc3ccccc3C3=NC(CCC(=O)NCc4ccccc4)C(=O)N23)cc1 (centres undefined)	2%	58%[activator]
C=Cc1ccc(Cn2c(C(=O)O)c(CNCc3ccccc3)c3ccc(OC)cc32)cc1	-8%	?
Cc1cc(C)n(-c2ccc(C(=O)OCC(=O)NC3CCS(=O)(=O)C3)cc2)n1 (centres undefined)	1%	1%
Cc1cc(C(=O)OCC(=O)Nc2cccc(C)c2C)c2ccccc2n1	3%	11%
N#Cc1ccccc1N=Cc1ccc(Cl)cc1Cl	2%	-18%
c1ccc(-c2c3c(nc4ccccc24)CCSC3)cc1	-2%	-21%
COc1ccc(-c2nc3ccc(NS(=O)(=O)c4ccc(Cl)cc4)cc3o2)cc1	8%	2%
CNc1oc(-c2ccccc2)nc1S(=O)(=O)c1ccccc1	-4%	1%
Cc1ccc(C)c(NC(=O)CN2C(=O)C(C)(C)c3ccccc32)c1	-4%[57.5 µM]	-3%[57.5 µM]
Cc1ccc(C(=O)Nc2cc3c(cc2C)n(C)c(=O)c(=O)n3C)cc1	-12%	7%
O=C(NCc1ccccc1Cl)C1CCC(CNS(=O)(=O)c2ccc(Cl)cc2)CC1 (centres undefined)	13%	15%
Cc1ccc(-c2nc3ncccc3o2)cc1NC(=O)c1ccccc1Br	7%	4%
CCOc1cc(C(=O)Nc2cc3c(cc2N2CCOCC2)n(C)c(=O)n3C)cc(OCC)c1OCC	-5%	-9%
CCCCSCCCNC(=O)C1CCC(CNS(=O)(=O)c2c(C)cc(C)cc2C)CC1 (centres undefined)	-2%[57.5 µM]	-5%
O=c1c2cnn(-c3ccc(F)cc3)c2ncn1Cc1ccc(F)cc1	11%	2%
Brc1cccc(Oc2ccc3nnnn3n2)c1	-14%	-6%
CCn1cc(C(=O)N(C)Cc2ccccc2)c(=O)c2cc(S(=O)(=O)N3CCCCCC3)ccc21	-1%	-17%
O=C(COC(=O)c1ccc2ccccc2n1)Nc1cc(Cl)cc(Cl)c1	-8%	-4%
CC1CCCC(NC(=O)Cc2cccc3ccccc23)C1C (centres undefined)	-5%	0%

More records:
Compound	UDG counter	AID inh
Cc1ccc(Cl)cc1N1CCN(C(=O)c2noc3c2CCCC3)CC1	-4%	-28%
COc1cccc(NC(=O)Cn2c(=O)n(-c3ccc(Cl)cc3)c(=O)c3sc4ccccc4c32)c1	-5%	8%
CCCC(=O)Nc1ccc(C(=O)Nc2ccc3c(c2)nc(CCn2ccnc2C)n3C)cc1	0%	-3%
Cc1noc(C)c1CCC(=O)Nc1nc(-c2ccc3c(c2)CCO3)cs1	6%	0%
CSc1ccc(Cn2nnc(C(=O)Nc3ccc(C)cc3Cl)c2N)cc1	-10%	11%
CCOc1ccc(S(=O)(=O)NCCc2sc(-c3ccc(C)cc3)nc2C)cc1	-5%	0%
CCOC(=O)c1ccc(NC(=O)c2c(NCc3cccs3)sc3c2CCCC3)cc1	-3%	-7%
Cc1ccc(C(=O)Nc2ccccc2-c2nc(Cc3ccccc3)no2)cn1	-3%	1%
Cc1ccc(C(=O)NCc2nc(C)cs2)c(C)c1	6%	0%
COc1c(C)cccc1C(=O)Nc1ccc2oc(-c3cncc(Br)c3)nc2c1	2%	5%
O=C(O)C1CC(=O)N(c2ccc3c(c2)OCCO3)C1 (centres undefined)	-5%	3%
CCC(=O)Nc1ccccc1-c1nc2ccccc2n(C(C)C(=O)Nc2ccc(OC)cc2)c1=O (centres undefined)	-5%[57.5 µM]	-8%
O=C(CSc1ccc2c(c1)OCCO2)Nc1ccc2c(c1)OCCO2	-4%	-9%
CN(CC(=O)NCC(F)(F)F)Cc1cccc(C#N)c1	-1%	-4%
CCOc1cc(CNC(=O)C2COc3ccccc3C2)cc(OCC)c1OCC (centres undefined)	-6%	-4%
Cc1cccc(NC(=O)c2nccnc2N)n1	8%	4%
CC(C)c1ccccc1NC(=O)Cn1cnc2c1c(=O)n(C)c(=O)n2C	0%	-3%
O=C(NCCC(=O)N1CCN(c2ncccn2)CC1)c1ccc(Cl)cc1	-12%	0%
CCOC(=O)NC(OCc1ccccc1)(C(=O)OC)C(F)(F)F (centres undefined)	1%	6%
CCC(C)NC(=O)c1[nH]c2cc(C)ccc2c1Sc1ccc(Cl)cc1 (centres undefined)	-13%	15%
Cc1ccc(C)c(C(=O)OCC(=O)NC2CCCC2)c1	-1%	0%
Cc1ccccc1CN1C(=O)c2ccccc2S(=O)c2ccc(C(=O)N3CCOCC3)cc21 (centres undefined)	0%	2%
COc1ccc(-c2cc(C(F)(F)F)nc(SCC(=O)NCc3ccc(F)cc3)n2)cc1	-4%	1%
Cc1ccc(C)c(C(=O)Nc2ccc3oc(C)nc3c2)c1	-2%	-1%
CCOC(=O)c1c(C)[nH]c(C(=O)OCC(=O)Nc2ccc(Cl)cn2)c1C	3%	8%
Cc1ccc(CCNC(=O)c2cn(C)c3ccc(S(=O)(=O)N4CCCCC4)cc3c2=O)cc1	-1%[57.5 µM]	-29%[57.5 µM]

Screens deposited in PubChem BioAssay by National Center for Advancing Translational Sciences (NCATS).
